# NCI-60 one-dose screen, 48 h, at 10 µM unless noted. Numbers give growth in % (100 = growth as untreated, 0 = no growth, -100 = all killed).
# CCRF-CEM – CCRF-CEM leukemia; 77,000 compounds, 7% hits; AID 1794778
# RPMI-8226 – RPMI-8226 leukemia cells; 77,000 compounds, 7.5% hits; AID 1794781
# HOP-62 – HOP-62 NSCLC; 80,000 compounds, 3.9% hits; AID 1794735
# EKVX – EKVX NSCLC | 71,000 compounds, 3% hits
# HOP-92 – HOP-92 NSCLC cells; 71,000 compounds, 6.3% hits
# SR – SR leukemia cells. 73,000 compounds, 8.7% hits
# MOLT-4 – MOLT-4 leukemia cells; AID 1794779; 80,000 compounds, 6.9% hits
# A549/ATCC – A549/ATCC NSCLC; 81,000 compounds, 3.7% hits
# Numbers without * were called inactive; . = no result given; & = joins results of further samples. The calls were made as follows: active = growth percent below 10; inactive = the rest.
Molecule	HOP-62	RPMI-8226	SR	MOLT-4	A549/ATCC	HOP-92	CCRF-CEM	EKVX
N#C/C(=C\c1c2ccccc2cc2ccccc12)C(N)=O	94	98	89	99	93	89	96	86
O=C(O)c1ccccc1C(=O)Nc1ccc(Cl)cc1	107	.	80	71	85	98	110	96
C[N+]1(CC[N+]2(C)CCOCC2)CCCCC1	95	100	112	104	99	102	103	98
CCN1C(=O)N(CC)C2NN3C(=O)C4(SC3=NC21)C(c1ccc(Cl)cc1Cl)CN(C)C41C(=O)Nc2ccccc21 (stereo not given)	90	79	92	91	87	85	91	82
Cc1cc(I)cc(I)c1O	98	103	84	103	99	96	104	.
OCc1ncc(-c2ccc(C(F)(F)F)cc2)c(NCCCC(F)(F)C(F)(F)C(F)(F)C(F)(F)C(F)(F)C(F)(F)C(F)(F)C(F)(F)F)n1	80	96	95	96	102	86	88	.
CS(=O)(=O)Nc1cccc(-n2c(COc3ccc(OC(F)(F)F)cc3)nc3ccccc32)c1	97&96	98&77	83&68	97&80	111&96	108&60	100&93	98&86
Nc1ccc2c(S(=O)(=O)O)cccc2c1S(=O)(=O)O	99	105	126	132	107	91	124	119
COc1ccc2nc(-c3ccc(-n4cncc4-c4cc(OC)c(OC)c(OC)c4)cc3)sc2c1	107	89	65	81	96	.	96	113
CC1=Nc2nc(=NCCCN(C)C)nc3cccc(n23)N1	101	112	.	100	102	103	98	99

# (more compounds)
Molecule	HOP-62	RPMI-8226	SR	MOLT-4	A549/ATCC	HOP-92	CCRF-CEM	EKVX
COc1cc(C2=Nc3c(N)nc(N)nc3NC(c3cccc(Nc4ccnc5cc(Cl)ccc45)c3)C2)cc(OC)c1OC (stereo not given)	96	42	31	67	91	57	85	91
CCOc1ccc([C@H]2C(C(=O)c3ccc(Cl)cc3)C3(N[C@@H]2c2ccccc2)C(=O)Nc2ccc(Cl)cc23)cc1 (stereo not given in full)	77	39	30	32	50	42	67	67
COc1cc(/C=C2\C(=O)N(C(=O)c3csc(NC(C)=O)n3)N=C2C)cc(OC)c1OC	112	103	95	81	101	108	96	.
O=C(/C=C/c1ccc(C(F)(F)F)cc1)c1ccc(Nc2nc(NCCO)nc(NCCO)n2)cc1	22	1.4*	-2.0*	34	35	99	7.5*	80
CCOC(=O)C1=C(C)NC(C)=C(C(=O)OCC)C1c1ccc(OC)cc1	84	65	70	85	107	92	98	87
CCCCC[C@H](O)c1ccccc1/C=C/[C@@H](O)[C@@H](O)CCCO	101	111	105	100	95	85	98	101
Cc1c(C(=O)NCCCCNC(=O)c2c(C)n(C)c3scc[n+]23)[n+]2ccsc2n1C	107	138	107	96	96	89	88	105
CC(C)=NNC(=O)c1ccc([N+](=O)[O-])cc1	96	95	114	107	108	90	95	98
CCN1[C@@H]2CC[C@H]1/C(=C\c1cc(OC)ccc1OC)C(=O)/C2=C/c1cc(OC)ccc1OC	126	58	71	40	76	82	53	68
COc1ccc(Nc2nnc(C(=O)c3c[nH]c4ccccc34)o2)cc1	91	91	90	99	98	89	87	97

# (further entries)
Molecule	HOP-62	RPMI-8226	SR	MOLT-4	A549/ATCC	HOP-92	CCRF-CEM	EKVX
O=C1c2cc(Cl)ccc2Oc2cc([N+](=O)[O-])ccc2N1c1ccc(Cl)cc1F	89	92	.	68	84	96	85	98
COc1ccc(/C=C/c2ccc3ccccc3n2)c(OC)c1	74	75	29	58	80	47	49	79
CC1=CN2C(=NC3=C(CCCC/C3=C\c3ccccc3)C2c2ccccc2)S1 (stereo not given)	103	112	.	100	108	.	.	.
CC(C)(C)C(=O)Nc1ccc2c(c1)C(=O)c1ccccc1C2=O	105	89	92	88	87	75	72	.
COc1c2ccoc2cc2oc(-c3ccc(Cl)cc3)cc(=O)c12	94	92	90	83	92	79	80	94
Cc1ccc(-c2nn(-c3ccccc3)cc2C2CC(c3cc4ccccc4oc3=O)=NN2c2ccccc2)cc1 (stereo not given)	88	95	120	103	103	89	99	86
Cc1nc(-c2ccccc2)cc2c(O)c(C(=O)NN)[nH]c(=O)c12	107	103	106	102	102	86	95	111
Cc1n[nH]c(C)c1Br	104	106	115	109	98	88	103	95
C=C(C)[C@@H]1CC[C@]2(C(=O)NCC(=O)OC)CC[C@]3(C)[C@H](CC[C@@H]4[C@@]5(C)Cc6c([nH]c7ccccc67)C(C)(C)[C@@H]5CC[C@]43C)[C@@H]12	83	53	47	41	61	91	57	71
COCCn1cc(-c2nc(-c3cc4cccnc4n3CCOC)cs2)c2cc(OC)ccc21	75	60	36	58	46	47	35	26

# Next part:
Molecule	HOP-62	RPMI-8226	SR	MOLT-4	A549/ATCC	HOP-92	CCRF-CEM	EKVX
O=C1Nc2ccc(Cl)cc2C1(Cl)Cl	105	97	92	108	103	.	106	98
O=C1c2ccccc2C23C(=C(Br)c4ccc(F)cc42)CCCN13 (stereo not given)	98	98	98	99	102	107	96	101
Cn1c2c(c(=O)[nH]c1=O)NC1=C(C(=O)c3ccccc31)C1(C=C(O)c3ccccc31)N2 (stereo not given)	101	105	48	121	102	76	107	96
O=C(/C(Cl)=N/O)c1ccc(-c2ccccc2)cc1	96	85	-24*	83	107	82	8.6*	.
CCCCCCNC=O	112	90	85	99	94	81	.	.
CCC(=O)O[C@H](CC(=O)O)C[N+](C)(C)C	.	106	105	94	103	104	98	109
Nc1ccc(-c2ccc(-c3ccccc3N)c3[nH]c4ccccc4c23)cc1	42	6.6*	20	22	30	37	13	35
Nc1nc(-c2ccccc2Br)nn1-c1nc2ccccc2s1	105	102	82	88	98	100	101	92
COc1ccccc1NC(=O)N1CCN(C)CC1	99	101	99	99	106	77	96	98
COc1ccccc1/C=N\NC(=S)Nc1ccc(F)cc1	80	80	29	57	68	71	89	76

# Next section
Molecule	HOP-62	RPMI-8226	SR	MOLT-4	A549/ATCC	HOP-92	CCRF-CEM	EKVX
O=C(Cn1cc(COc2ncnc3c2cnn3-c2ccccc2)nn1)Nc1ccccc1F	97	128	108	97	100	99	113	98
CCC(C)[C@@H]1NC(=O)[C@H](CC(C)C)NC(=O)[C@@H]2CCCN2C(=O)[C@H](Cc2ccccc2)NC(=O)[C@H](C(C)CC)NC(=O)[C@@H]2CCCN2C(=O)[C@H](CO)NC1=O (stereo not given in full)	98	121	.	.	95	154	.	105
Oc1ccc(Cl)cc1-c1cc(-c2ccc(Cl)cc2)n[nH]1	56	40	42	39	49	43	37	.
CSc1nc2sc3c(c2c(=O)n1-c1ccccc1)CCCCC3	110	96	90	99	95	86	95	95
Cc1ccc(-c2nc(SCC(=O)c3ccc(Br)cc3)nc(Nc3ccc(S(N)(=O)=O)cc3)c2C#N)cc1	115	97	89	97	103	60	96	98
COC(=O)/C=C(\C)Nc1cc(OC)ccc1OC	96	92	91	86	105	74	96	.
COc1ccc(-c2nc3sccn3c2-c2cc(-c3cc(OC)c(OC)c(OC)c3)on2)cc1	106	41	.	40	104	-17*	35	99
COc1ccc(F)cc1NC(=O)OC(C)C	110	95	99	103	98	109	100	94
N#CC(CC(=O)c1ccccc1)c1ccccc1 (stereo not given)	91&98	95&105	81&113	92&107	81&97	73&85	89	101&88
COc1cc(O)c(C(=O)c2ccccc2)cc1S(=O)(=O)O	100	98	123	118	105	110	64	.

# Single values from the list.
# Result of `COc1ccc(F)cc1NC(=O)OC(C)C` in SR: 99
# Result of `COc1ccc(-c2nc3sccn3c2-c2cc(-c3cc(OC)c(OC)c(OC)c3)on2)cc1` in HOP-92: -17*
# Result of `COc1cc(O)c(C(=O)c2ccccc2)cc1S(=O)(=O)O` in CCRF-CEM: 64
# Result of `N#CC(CC(=O)c1ccccc1)c1ccccc1` (stereo not given) in SR: 81&113

# Next results.
Molecule	HOP-62	RPMI-8226	SR	MOLT-4	A549/ATCC	HOP-92	CCRF-CEM	EKVX
Cc1ncc(-c2ccc(N)c(NC(=O)N3Cc4cn(C)nc4C3)n2)s1	102	95	101	109	104	86	103	102
CC(=O)Nc1ccc(NC(C)=O)c2c1C(=O)c1ccccc1C2=O	82	.	79	105	96	.	.	74
COc1ccc(-c2conc2-n2nc(-c3ccccc3)nc2-c2ccccc2)cc1	96	106	76	99	114	.	106	101
COc1ccc2c(c1)NC(=O)CC2c1cc(OC)c2c(c1OC)OCO2 (stereo not given)	92	56	26	65	93	77	.	92
O=C(OC1COC(n2c(=O)oc3ccc(F)cc32)C(OC(=O)c2ccccc2)C1OC(=O)c1ccccc1)c1ccccc1 (stereo not given)	102	95	105	99	91	93	101	98
CC(NP(=O)(c1ccccc1)c1ccccc1)c1ccccc1 (stereo not given)	98	102	92	99	102	83	104	103
CCOC(=O)c1c(O)cc(C)[nH]c1=O	97	98	102	94	97	.	96	90
COc1cccc(-c2nc3n(n2)CCc2ccccc2-3)c1	103	93	91	101	95	78	96	.
O=C(CCN1C(=O)CCC1=O)Nc1ncc(Cc2ccc(Cl)cc2Cl)s1	102	87	93	94	98	93	96	91
COc1cccc(-n2cc(C#N)c(N)c2C(=O)c2ccc(C)cc2)c1	96	109	78	93	99	104	.	87

# Next part, overlapping the part above by 4 compounds.
Molecule	HOP-62	RPMI-8226	SR	MOLT-4	A549/ATCC	HOP-92	CCRF-CEM	EKVX
CCOC(=O)c1c(O)cc(C)[nH]c1=O	97	98	102	94	97	.	96	90
COc1cccc(-c2nc3n(n2)CCc2ccccc2-3)c1	103	93	91	101	95	78	96	.
O=C(CCN1C(=O)CCC1=O)Nc1ncc(Cc2ccc(Cl)cc2Cl)s1	102	87	93	94	98	93	96	91
COc1cccc(-n2cc(C#N)c(N)c2C(=O)c2ccc(C)cc2)c1	96	109	78	93	99	104	.	87
CCCCc1ccc(N/C(N)=N/c2nc(C)cc(=O)[nH]2)cc1	102	85	79	82	99	.	81	93
COc1ccc(/C=N/C2=C(C#N)C(c3ccc([N+](=O)[O-])cc3)c3ccc4ccccc4c3O2)cc1 (stereo not given)	81	86	58	77	94	80	95	72
COc1ccc(Nc2nc3cccnc3nc2C)cc1OC	103	91	112	106	99	84	104	113
CCCCCCCCCCCCCCCCCCOc1cccc(CC(=O)OCC[N+]2(C)CCOCC2)c1	91	89	81	86	92	86	62	103
CCCCCCCCCCCCCCCCNC(=S)C(=S)NCCCCCCCCCCCCCCCC	109	108	79	102	107	.	96	113
Cc1ccc(N)cc1CN1C(=O)c2ccccc2C1=O	97	99	87	95	105	87	92	105
COc1ccc(-c2nc(/C=C3/C(=O)Nc4ccc(F)cc43)c3ccccn23)cc1	108	93	79	92	99	92	94	123
Cn1c(C(=O)c2ccncc2)cc2ccccc21	101	.	238	207	104	94	.	116
CN1CCN(NC(=O)NS(=O)(=O)c2ccc(Cl)cc2)CC1	97	100	102	106	96	93	102	105
COc1ccc2c(c1)O/C(=C\c1ccc(OCC(=O)Nc3nccs3)cc1)C2=O	103	79	.	69	98	54	77	93

# Other results follow:
Molecule	HOP-62	RPMI-8226	SR	MOLT-4	A549/ATCC	HOP-92	CCRF-CEM	EKVX
CC(C)(C)c1cc(O)c(C(C)(C)C)cc1O	105	54	92	73	87	.	80	.
C=C(Cl)C(=NC(C)(C)C)Nc1ccccc1C	92	75	1.6*	72	111	85	98	90
O=c1c2cccc3c(-c4ccc5c(c4)ncn5C4CCCCC4)ccc(c32)c2nc3ccccc3n12	97	62	71	69	88	50	74	79
C=C1C(=O)C2CCC1C2 (stereo not given)	102	106	97	95	98	102	.	109
CCCCCOC(=O)c1cccc(NC(=O)CNCCCC)c1	86	94	98	95	96	75	73	98
COc1cc2oc(-c3ccc(NC(=O)c4ccc5c(c4)OCO5)cc3)cc(=O)c2c(O)c1OC	98	98	101	96	97	104	.	102
N#Cc1c(-c2ccccc2Br)cc(-c2cccnc2)[nH]c1=O	93	102	97	100	99	102	98	109
O=C(CI)NCCNc1cccc2c(S(=O)(=O)O)cccc12	107	101	90	98	110	102	100	.
CSc1nc2nc(-c3cc4ccccc4[nH]c3=O)[nH]c2c(=O)n1C	94	77	97	107	118	89	98	104
Nc1nc(N)c(N)c(=O)[nH]1	101	101	.	99	100	85	94	98

# (continued)
Molecule	HOP-62	RPMI-8226	SR	MOLT-4	A549/ATCC	HOP-92	CCRF-CEM	EKVX
COc1ccc(/C=C/C(=O)c2nnn(-c3ccc(F)cc3)c2C)cc1OC	104	54	66	82	86	92	80	83
O=C(O)CN(CCN(CC(=O)O)CC(=O)O)CC(=O)O	101&110	105&103&101	102&117&93	105&100&95	91&99	100&110	101&95&95	99&100&106
CCC(=O)OC1=C(C)SC2=NC(c3ccc(Cl)c(Cl)c3)=CC(c3cc(OC)c(OC)c(OC)c3)N21 (stereo not given)	96	96	103	99	105	68	91	.
COc1cc([C@H]2c3c(O)c(O)c4oc5ccccc5c(=O)c4c3[C@@H]3C=C(C)CC(C)(C)[C@H]23)c2c(=O)c3ccccc3oc2c1O	31	42	12	16	31	75	21	47
COc1ccc(C(=O)c2c(N)c(C#N)cn2-c2cc(Cl)cc(Cl)c2)cc1	119	108	112	96	110	108	103	113
N#Cc1nc(-c2ccccc2)oc1N1CCN(S(=O)(=O)c2ccc(F)cc2)CC1	81	62	.	67	70	57	74	85
CCCCCCCCCCC(CN(C)C)C(=O)c1ccccc1 (stereo not given)	75	57	68	72	87	41	56	86
Cc1ccc(NC(=O)Nc2cc(C(F)(F)F)cc(C(F)(F)F)c2)c(C(=O)O)c1	93	93	108	90	100	52	82	93
CC(Sc1nncn1-c1ccccc1)C(=O)Nc1cccc(Cl)c1 (stereo not given)	86	46	59	87	101	90	83	97
CCC(=O)Oc1ccc(/C(=C(/CC)c2ccccc2)c2ccc(OCCN3CCCCC3)cc2)cc1	103	111	110	95	98	108	115	98
Nc1nn2c(-c3cc4cc(Br)ccc4oc3=O)ccnc2c1N=Nc1ccc(S(N)(=O)=O)cc1	42	109	74	90	107	83	82	92

# Screening results deposited in PubChem by NCI.
